Compound activity: PubChem BioAssay, The Scripps Research Institute Molecular Screening Center
S1P3 antagonist – S1P3 receptor antagonists, primary screen, cell-based. Sphingosine 1-phosphate receptor 3 (Homo sapiens), Q99500. CHO S1P3 NFAT-BLA reporter, FRET fluorescence, antagonist mode. inhibition, % at 4.98 µM. actives 0.27% (n = 170,000). AID 485, 2006;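 active = inhibition above the plate cutoff, the mean inhibition of test wells on that plate plus 3 SD, cut at about 28% in these data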;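 also: cells challenged with S1P at its EC80 of 0.8 µM; blue over green emission ratio from cleaved BLA substrate after 4 h stimulation; 0% = S1P-stimulated wells and 100% = unstimulated DMSO-only wells; some compounds past the cut are filed as inactive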
Target sequence (Q99500 whole entry, looked up): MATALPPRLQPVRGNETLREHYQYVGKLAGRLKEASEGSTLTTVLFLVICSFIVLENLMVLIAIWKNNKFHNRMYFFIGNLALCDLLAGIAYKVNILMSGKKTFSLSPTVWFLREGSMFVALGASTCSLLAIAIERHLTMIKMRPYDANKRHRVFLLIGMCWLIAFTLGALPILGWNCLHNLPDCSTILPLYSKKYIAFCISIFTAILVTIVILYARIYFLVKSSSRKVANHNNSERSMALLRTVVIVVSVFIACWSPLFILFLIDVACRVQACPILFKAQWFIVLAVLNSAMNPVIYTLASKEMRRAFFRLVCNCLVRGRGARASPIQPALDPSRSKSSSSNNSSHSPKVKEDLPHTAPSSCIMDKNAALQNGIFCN
Active calls of the source: *. Some of the compounds tested; count on the stated rates, not on these rows.

SMILES | S1P3 antagonist
CCOC(=O)c1cc(-c2ccccc2)nc2ccc(C)cc12 | -14
N#Cc1ccc(-c2csc(NC(=O)c3cc(-c4cccs4)nc4ccccc34)n2)cc1 | -2
O=C1NC2(CCCC2)C(=O)N1Cc1cc(=O)n2ccsc2n1 | -11
CC(Oc1ccccc1)C(=O)N1CCN=C1SCc1ccc(F)cc1 (stereo not given) | 0
COc1cccc(C(c2c(N)[nH]c(=S)[nH]c2=O)c2c(N)[nH]c(=S)[nH]c2=O)c1 | 5
COc1cc(C(F)(F)F)c(C(=O)N(C)c2ccc(Cl)cc2)cn1 | 2
Cc1ccc(/C=N/n2c(-c3ccco3)n[nH]c2=S)cc1 | -18
COc1ccc(/C=N\Nc2ccccc2[N+](=O)[O-])c(C(=O)O)c1OC | 6
Cn1nnc(NC(=S)NC(=O)c2ccccc2)n1 | -18
Cc1ccc(C(=O)NNC(=O)C2CCN(S(=O)(=O)c3ccc(C)cc3)CC2)cc1 | -1
COCCCNC1=C(Cl)C(=O)c2ccccc2C1=O | -14
Nc1nonc1-n1nnc(C(=O)N/N=C/c2ccccc2)c1CSc1ccccc1 | 3
O=C(Nc1cc(-c2ccccc2)[nH]n1)c1ccccc1 | -1
Cc1nc(N2CCOCC2)[nH]c(=O)c1[N+](=O)[O-] | 12
COc1ccc2c(/C=N/NS(=O)(=O)c3ccc(C)cc3)c[nH]c2c1 | -5
O=C(CSc1nnnn1C1CCCC1)NCCc1ccccc1 | -12
O=[N+]([O-])c1ccc(-c2nn(-c3ccccc3)cc2/C=N/n2c(-c3ccncc3)n[nH]c2=S)cc1 | -8
CCC(C)[C@H](NC(=O)N1CCC(C)CC1)C(=O)OC (stereo not given in full) | -3
CC(C)c1ccc(Nc2c([N+](=O)[O-])c(=O)n(C)c3ccccc23)cc1 | -4
Nn1c(SCc2ccccc2F)nnc1-c1ccccn1 | -8

5 of the entries above in order of the S1P3 antagonist value, smallest number first:
Compound,S1P3 antagonist
O=C(CSc1nnnn1C1CCCC1)NCCc1ccccc1,-12
Nn1c(SCc2ccccc2F)nnc1-c1ccccn1,-8
COc1ccc2c(/C=N/NS(=O)(=O)c3ccc(C)cc3)c[nH]c2c1,-5
O=C(Nc1cc(-c2ccccc2)[nH]n1)c1ccccc1,-1
Nc1nonc1-n1nnc(C(=O)N/N=C/c2ccccc2)c1CSc1ccccc1,3

(list continues)
SMILES | S1P3 antagonist
O=C(NCc1ccc2c(c1)OCO2)c1sccc1Br | 2
CCOc1cccc2sc(=NC(=O)c3ccco3)n(CC(=O)OC)c12 | 6
CC(=O)N1N=C(c2ccc(Br)cc2)OC12CCCC2 | -1
CCOC(=O)c1c(NC(=O)C2CC2)sc2c1CC(C)(C)OC2 | 1
C=CCn1c(SCc2ccc(F)cc2)nnc1-c1sc2nc(C)cc(C)c2c1N | -6
CN(c1ccccn1)c1ncnc2[nH]ncc12 | -1
O=C1C=CC(=O)N1c1ccc(I)cc1Cl | -7
C=CCN1C(=O)/C(=C/C(=O)OC)S/C1=N\NC(=O)c1ccccc1 | -5
Cc1ccc(S(=O)(=O)N2CCN(C(=O)COC(=O)c3c(C)noc3C)CC2)c(C)c1 | -1
COc1cc(CCC(C)=O)ccc1OC(=O)c1c(F)cccc1Cl | 2
CCOC(=O)c1cn[nH]c1NC(=S)Nc1ccc(Cl)cc1 | 9
O=P(O)(CN1CCCCC1)C1CCCCC1O (stereo not given) | 1
COC(=O)Nc1nnc(-c2ccc(OC)cc2)s1 | -10
CCOC(=O)c1cc(CO)cc(C(=O)OCC)c1 | 0
CC(C)OC(=O)c1cccc2c1C(=O)c1ccccc1-2 | -3
CSc1nc2ccc(NS(=O)(=O)c3ccc([N+](=O)[O-])cc3)cc2s1 | -6
NC(=O)CSc1nc2c(sc3ccccc32)c(=O)n1CCCC(=O)NCC1CCCO1 (stereo not given) | 1
Nc1ccccc1Sc1ccc(C(=O)c2ccccc2C(=O)O)cc1[N+](=O)[O-] | 1
O=C(CN1CCc2ccccc21)NC(=O)NC1CCCCC1 | -3
COc1ccc(Nc2nc(C(=O)NCc3ccco3)cs2)cc1 | 3
O=C(CC1SCCNC1=O)Nc1cccc([N+](=O)[O-])c1 (stereo not given) | -7
Cc1ccc[n+](-c2nc([O-])sc2/C=N/Nc2ccc([N+](=O)[O-])cc2)c1 | -7
CCn1c(SCC(=O)Nc2ccccc2C)nc2nc3c(cc2c1=O)COC(C)(C)C3 | -2
O=C(Nc1ccc(OC(F)(F)F)cc1)Nc1cccnc1 | 5
Nc1nc(NC(=O)c2ccccc2Cl)nn1-c1ccccc1 | -9
Cc1cc(N=Nc2ccc(Cl)cc2)cc(CN2CCOCC2)c1O | 4
Cc1ccc(N2CCN(CC(O)COc3cccc4ccccc34)CC2)cc1 (stereo not given) | 0
CC(C)(C)C(=O)Nc1nc2cc3c(cc2s1)OCO3 | 14
COCCCn1c(O)c(/C=C2\N=C(C#N)C(=Nc3ccc(C)cc3)O2)sc1=S | -1
CCN(CC)c1ccc(/C=N/NC(=O)c2cnccn2)c(O)c1 | 18
CCOC(=O)c1ccc(N=C2SC(C(=O)NC)CC(=O)N2CCc2ccccc2)cc1 (stereo not given) | -1
O=C(/C=C/c1ccco1)NCC1COc2ccccc2O1 (stereo not given) | -14
c1ccc(-c2nc(-c3ccc(-c4ccon4)s3)no2)cc1 | -9
CCN(CC)S(=O)(=O)c1ccc(OCC(=O)NCc2ccco2)cc1 | 1
Cc1cccc(-n2cnc3c(sc4nc(N5CCOCC5)c5c(c43)CCCC5)c2=O)c1 | 4
CCOC(=O)Cc1csc2nc(-c3ccccc3)nn12 | 3
CCOc1ccc(CN2CCN(Cc3cc4c(cc3Cl)OCO4)CC2CCO)cc1 (stereo not given) | 3
COc1ccc2[nH]c3c(=O)n(CCc4ccccc4)cnc3c2c1 | -13
CC(C)(C)C(=O)Nc1cccc(-c2cc(-c3c(Cl)cccc3Cl)no2)c1 | 11
CCN(CC)CCCN1C(=O)C(=O)/C(=C(/O)c2c(C)nc3ccccn23)C1c1ccc(C)o1 (stereo not given) | -3
CCCCCCCCCCCCOC(=O)C[N+](C)(C)C | -7
Clc1cccc(Cl)c1-c1noc(-c2ccno2)n1 | -6
O=C(Cc1ccc([N+](=O)[O-])cc1)Nc1cccnc1 | -2
O=C(NNC1=Nc2ccccc2SC1)c1ccccc1F | -12
COc1ccc(N(C)C(=O)c2cc3c(s2)-c2c(C)cccc2OC3)c(OC)c1 | -11
O=C(O)C(Cc1ccccc1)N1C(=O)/C(=C/c2cccnc2)SC1=S (stereo not given) | -21
N#CC(C(=O)c1ccccc1)=C1SCCS1 | -4
O=C(Cc1ccccc1)NNC1CC(=O)N(c2ccc(Oc3ccccc3)cc2)C1=O (stereo not given) | 1
O=C(O)c1cccc(Cl)n1 | 3
O=C(CCl)N=c1sccn1Cc1ccccc1Cl | 10

Arranged by number of heavy atoms (largest number first): some entries from above.
SMILES | S1P3 antagonist
CCN(CC)CCCN1C(=O)C(=O)/C(=C(/O)c2c(C)nc3ccccn23)C1c1ccc(C)o1 (stereo not given) | -3
CCOC(=O)c1ccc(N=C2SC(C(=O)NC)CC(=O)N2CCc2ccccc2)cc1 (stereo not given) | -1
CCOc1ccc(CN2CCN(Cc3cc4c(cc3Cl)OCO4)CC2CCO)cc1 (stereo not given) | 3
COc1ccc(N(C)C(=O)c2cc3c(s2)-c2c(C)cccc2OC3)c(OC)c1 | -11
CC(C)(C)C(=O)Nc1cccc(-c2cc(-c3c(Cl)cccc3Cl)no2)c1 | 11
O=C(O)C(Cc1ccccc1)N1C(=O)/C(=C/c2cccnc2)SC1=S (stereo not given) | -21
COc1ccc2[nH]c3c(=O)n(CCc4ccccc4)cnc3c2c1 | -13
CCN(CC)c1ccc(/C=N/NC(=O)c2cnccn2)c(O)c1 | 18
c1ccc(-c2nc(-c3ccc(-c4ccon4)s3)no2)cc1 | -9
CCCCCCCCCCCCOC(=O)C[N+](C)(C)C | -7
O=C(Cc1ccc([N+](=O)[O-])cc1)Nc1cccnc1 | -2
Clc1cccc(Cl)c1-c1noc(-c2ccno2)n1 | -6
N#CC(C(=O)c1ccccc1)=C1SCCS1 | -4
O=C(O)c1cccc(Cl)n1 | 3

Other compounds.
SMILES | S1P3 antagonist
Cc1cccc(N2C(=O)C3C4C=CC(C5CC45)C3C2=O)n1 (stereo not given) | -5
O=C(NNc1ccc(F)cc1F)C1CCC1 | 10
CC(=O)Nc1sc(NC(=O)c2ccc([N+](=O)[O-])cc2)nc1-c1cccs1 | -19
Cc1c(NC(=O)/C(C#N)=C/c2c(N3CCCCC3)nc3ccccn3c2=O)c(=O)n(-c2ccccc2)n1C | 4
COc1ccc(N2CCC(CNC(=S)Nc3cc(C)cc(C)c3)C2)cc1 (stereo not given) | -8
O=C(N/N=C/c1cc(Br)cs1)c1ccc2c(c1)OCCO2 | -11
COc1ccc(NC(=O)CSc2cc(C)nc3c(-c4ccccc4)cnn23)cc1 | -5
CC1C2(C)OCC(C#N)(C(=N)O2)C1(C#N)C#N (stereo not given) | -12
CC(=O)N1CCc2cc(C(=O)CN3CCN(c4ccccn4)CC3)ccc21 | -5
Cc1cccc(N2C(=O)C(O)=C(C(=O)c3cccs3)C2c2cccc(Oc3ccccc3)c2)n1 (stereo not given) | -3
CSc1nc(C)c(C(=O)Nc2ccccc2)c(-c2ccco2)c1C#N | -8
CCOc1ccc(NC(=S)NC(=O)c2ccco2)cc1 | 2
COc1ccc(-n2c(-c3ccco3)nc3c(cnn3-c3ccc(C)cc3)c2=O)cc1 | 8
COc1cc(-c2noc(C)n2)cc(OC)c1OC | -7
COc1ccc(-c2c(-c3ccc(OCC(=O)NN)cc3O)n[nH]c2C)cc1 | 2
CC1CCC2(CC1)NC(=S)N(C(C)(C)C)N2 (stereo not given) | -19
Cc1cc(N=Nc2ccc(C)c(N=Nc3cc(C)c(N)cc3N)c2)c(N)cc1N | -12
CN(C)C(=O)OCC1COc2ccccc2O1 (stereo not given) | 5
COCCSc1nc(N)c2c3c(sc2n1)CN(C)CC3 | -1
Nc1nnnn1CC(=O)N/N=C/c1ccccn1 | -8
CCOC(=O)N1CCC(NC(=O)C2=CCN(S(=O)(=O)c3ccc(OC)cc3)CC2)CC1 | -3
Cc1ccc(S(=O)(=O)Nc2ccc3c(c2)nc(CCN2CCOCC2)n3C)cc1 | 4
COc1ccccc1-n1c(SCC(N)=O)nc2sc3c(c2c1=O)CCC3 | -7
CCCC(=O)Nc1ccc(-c2csc(N/N=C\c3ccncc3)n2)cc1 | 7
COc1ccc(CCC(=O)NCc2cn3ccccc3n2)cc1 | 26
C[C@H](NC(=O)OC(C)(C)C)C(=O)N/N=C/c1ccc2nccnc2c1 | -4
Cc1[nH]c(=O)[nH]c(=O)c1/C=N/NC(=O)[C@H](C)N | -25
CS(=O)(=O)c1ccc(Cl)c(NC(=O)COC(=O)/C=C/c2cnc3ccccc3n2)c1 | -18
CCOCCCNc1nc2c(C)cccn2c(=O)c1/C=C1\SC(=S)N(C(C)CC)C1=O (stereo not given) | 1
CCCc1c(NC(=O)Nc2ccc(F)cc2)cnn1-c1ccc(Cl)cc1 | -4
Cn1c(=O)c(C(=O)CN2CCCCC2)c(N)n(Cc2ccccc2)c1=O | -2
CC(C(c1cccs1)c1c(N)n(C)c(=O)n(C)c1=O)[N+](=O)[O-] (stereo not given) | -8
O=C1CC(c2ccccc2)CC(O)=C1C=NCCN1CCN(Cc2ccccc2)CC1 (stereo not given) | 7
COC(=O)c1c(N2C(=O)CC(Sc3ncccc3C(=O)O)C2=O)sc(C)c1C (stereo not given) | -5
COC(=O)c1cc(S(=O)(=O)Nc2nn(C)c3cccc(F)c23)oc1C | 3
COc1cc(/C=C/C(=O)O)cc(S(=O)(=O)NCC2CCCO2)c1OC (stereo not given) | 21
COc1ccccc1-n1cnc2cc(NCc3ccccc3O)ccc21 | 2
COc1ccc2[nH]c3c(=O)n(CCCN4CCOCC4)cnc3c2c1 | -23
CN(C)C(C)(C)/C=C/C(O)(c1ccccc1)c1ccccc1 | 2
CCOc1cc(N2CCOCC2)c(OCC)cc1NC(=O)C(C)C | -3
COc1cc(/C=N/NC(=O)CNc2n[nH]c(=O)[nH]c2=O)ccc1OCc1ccccc1 | -12
N#Cc1c(-c2ccncc2)c2c([nH]c1=O)-c1ccccc1OC2 | -1
CSc1sccc1/C=N/O | -3
O=C(COC(=O)/C=C/c1cccc(F)c1)Nc1ncccn1 | 6
Cc1ccc2oc(=O)n(CC(=O)c3ccc(F)cc3)c2c1 | -4
COC(=O)c1cc(S(=O)(=O)N2CCC(C(N)=O)CC2)oc1C | 0
O=C(O)C(c1ccccc1)C1(O)CCCCC1 (stereo not given) | 4
CC(C)(C)C(=O)/C=C/c1ccc(Oc2ccccc2)cc1 | 8
O=C1OCC/C1=C\c1ccc(O)cc1 | 0
CS(=O)(=O)Nc1nc2n(n1)C(c1ccc(F)cc1)CC(c1ccccc1)N2 (stereo not given) | 0

New compounds follow.
SMILES | S1P3 antagonist
c1ccc(-c2ccc(C3CCCN3)cc2)cc1 (stereo not given) | 6
O=C(NCC(c1ccc(F)cc1)N1CCOCC1)c1ccc(C(=O)c2ccccc2)cc1 (stereo not given) | 8
CCOc1ccc2nc(N3CCC(C(=O)NCCCN4CCOCC4)CC3)sc2c1 | -7
O=C(Cc1ccc(S(=O)(=O)N2CCOCC2)s1)Nc1ccccc1Br | -3
CCOc1cc(/C=C/C(=O)NCCc2ccc(S(N)(=O)=O)cc2)ccc1OCC(C)C | 2
COc1ccc(/C=N/Nc2cc(C)nc(N3CCOCC3)n2)cc1OC | 10
CC1(C)CC(=O)C2=C(C1)N(CCN1CCOCC1)C1=C(C(=O)CC(C)(C)C1)C2c1ccc(Cl)cc1 | -24
O=C(O)CC12CC3CC(C1)CC(n1ncc(NCc4ccccc4)c(Cl)c1=O)(C3)C2 | -8
CCOC(=O)C1=NN(c2ccccc2)C(=O)C1 | 11
COC(=O)C(N)Cc1ccc(OC)c([N+](=O)[O-])c1 (stereo not given) | -4
CC(C)(C)c1cc2nc(N)nc(N)n2n1 | -5
COc1ccc(Nc2nc(N)c([N+](=O)[O-])c(NCc3ccccc3)n2)cc1 | -4
CC(=O)/C(C=Nc1noc(C)c1Br)=C(\C)O | -5
CC(C)c1ccc2c(c1)CCC1C(C)(CN)CCCC21C (stereo not given) | -2
